Screening results from PubChem.
APEX1 inh = qHTS Assay for Inhibitors of the Human Apurinic/apyrimidinic Endonuclease 1 (APE1); recombinant APE1, TAMRA/BHQ-2 abasic DNA cleavage fluorescence; Potency, µM (top dose mostly 65.8 µM), without a hit: top-dose activity change, negative = inhibition, hits mostly inhibitors; hit rate 0.35% among 350,000;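 further: potency means the concentration at half of the fitted maximal effect; plate controls were vehicle for no effect and reference inhibitor for full effect; nearly all actives have a fitted effect of over 55% in size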
Target sequence (P27695 whole entry, looked up): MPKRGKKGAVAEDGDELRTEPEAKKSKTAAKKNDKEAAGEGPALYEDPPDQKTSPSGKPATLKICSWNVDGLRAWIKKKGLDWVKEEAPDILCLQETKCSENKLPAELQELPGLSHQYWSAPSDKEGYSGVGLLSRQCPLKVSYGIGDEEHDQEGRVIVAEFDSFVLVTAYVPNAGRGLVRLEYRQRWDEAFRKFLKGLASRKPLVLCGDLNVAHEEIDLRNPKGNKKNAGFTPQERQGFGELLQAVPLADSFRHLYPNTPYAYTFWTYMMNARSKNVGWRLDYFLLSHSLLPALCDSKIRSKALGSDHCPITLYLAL
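Quantitative HTS: incision of a TAMRA/BHQ-2 double-stranded substrate bearing a tetrahydrofuran abasic site by 0.75 nM APE1 raises fluorescence. Substrate 50 nM final, added after 15 min compound preincubation at room temperature; progress as third-minus-first kinetic read difference.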
Anesthetic bind = qHTS Assay for Identification of Novel General Anesthetics. Potency, µM (series often up to 77.5 µM), for the others: top-dose activity change, negative = displacement, most hits filed as inhibitors. AID 485281, 2010. hit rate 0.074% among 350,000. apoferritin/1-aminoanthracene competitive binding, fluorescence. Ferritin light chain (Equus caballus), P02791; further: potency means the concentration at half of the fitted maximal effect; on the % scale 0 is the no-effect control and ±100 the full control effect; nearly all actives have a fitted effect of over 20% in size
Target sequence (P02791 2-175 limits assumed): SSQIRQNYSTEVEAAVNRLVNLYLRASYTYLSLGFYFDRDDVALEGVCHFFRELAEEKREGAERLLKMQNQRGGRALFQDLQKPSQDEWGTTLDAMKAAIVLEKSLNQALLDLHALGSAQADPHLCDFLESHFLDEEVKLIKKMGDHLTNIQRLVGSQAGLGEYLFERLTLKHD
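Concentration-response curves derived by four-parameter Hill fitting of normalized fluorescence, where compounds displaced 1-AMA from 10 uM horse apoferritin following a brief 10 min room-temperature incubation; propofol titration acted as positive control.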
Pol kappa inh = qHTS for Inhibitors of Polymerase Kappa. purified Pol kappa, fluorescent DNA synthesis assay, 10 min. Potency, µM (series often up to 107 µM), for the others: top-dose activity, negative = inhibition, hits mostly inhibitors. hit rate 0.53% among 400,000. AID 588579, 2011; further: potency means the concentration at half of the fitted maximal effect; on the % scale 0 is the no-effect control and ±100 the full control effect
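Pol kappa 10 nM + cpd, 15 min RT; start w/ substrate 50 nM final; fluorescence kinetic read, 0 and 10 min. Neg ctrl: buffer, no enzyme.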
Tb PGK inh = qHTS Assay to Find Inhibitors of Phosphoglycerate Kinase; Potency, µM (titrated, usually from 57.5 µM), inactives show at the top dose activity change, negative = inhibition, hits mostly inhibitors; Phosphoglycerate kinase, glycosomal (Trypanosoma brucei brucei), P07378; hit rate 0.043% among 380,000; AID 602233, 2012; PGK/GAPDH coupled, Kinase-Glo luminescence, 60 min; further: potency means the concentration at half of the fitted maximal effect; on the % scale 0 is the no-effect control and ±100 the full control effect; nearly all actives have a fitted effect of over 60% in size
Target sequence (P07378 whole entry, looked up): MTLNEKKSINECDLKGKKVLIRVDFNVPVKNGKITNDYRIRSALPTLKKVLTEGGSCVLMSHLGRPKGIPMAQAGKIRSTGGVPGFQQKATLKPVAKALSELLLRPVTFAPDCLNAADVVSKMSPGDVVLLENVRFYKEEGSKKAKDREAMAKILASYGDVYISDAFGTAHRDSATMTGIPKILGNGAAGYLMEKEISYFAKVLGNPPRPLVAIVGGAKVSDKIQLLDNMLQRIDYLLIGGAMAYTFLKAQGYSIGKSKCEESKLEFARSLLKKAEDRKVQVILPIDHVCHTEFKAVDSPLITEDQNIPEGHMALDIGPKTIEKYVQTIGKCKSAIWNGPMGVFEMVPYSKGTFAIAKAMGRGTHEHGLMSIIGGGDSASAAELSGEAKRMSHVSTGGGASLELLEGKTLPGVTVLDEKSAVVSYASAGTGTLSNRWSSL
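Recombinant glycosomal PGK reaction used 1,3-bisphosphoglycerate generated in-well by GAPDH (100nM final) in 100mM TEA pH 7.6, 5mM MgCl2, 0.01% Tween-20. After 60 minutes at room temperature, ATP was read by Kinase-Glo Plus luminescence end-point.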
Pol iota inh = qHTS for Inhibitors of Polymerase Iota | Pol iota fluorescent replication assay, 10 min | hit rate 1% among 390,000 | DNA polymerase iota (Homo sapiens), Q9UNA4 | Potency, µM (series often up to 115 µM), without a hit: at the top dose activity, negative = inhibition, usual class: inhibitors | AID 588590, 2011; further: potency means the concentration at half of the fitted maximal effect
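Pol iota at 10 nM preincubated 15 min with compounds at room temperature; reaction started with fluorescent substrate, 50 nM final. Fluorescence read kinetically at 0 and 10 min; buffer-only wells as negative control.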
POLH inh = qHTS for Inhibitors of Polymerase Eta; hit rate 1.2% among 390,000; recombinant Pol eta, fluorescent DNA replication assay; DNA polymerase eta (Homo sapiens), Q9Y253; Potency, µM (doses to about 114 µM), inactives show at the top dose activity change, negative = inhibition, hits mostly inhibitors; further: potency means the concentration at half of the fitted maximal effect; on the % scale 0 is the no-effect control and ±100 the full control effect
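Pol eta (10 nM) was preincubated with compounds for 15 min at room temperature, after which fluorescent replication substrate (50 nM final) was added to start the reaction. Fluorescence was read kinetically at 0 and 10 min.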
POLB inh = qHTS Assay for Inhibitors of DNA Polymerase Beta. hit rate 1.3% among 340,000. Potency, µM (doses to about 114 µM), inactives show at the highest dose activity change, negative = inhibition, most hits filed as inhibitors. Pol beta primer extension/strand displacement, fluorescence kinetic; further: potency means the concentration at half of the fitted maximal effect; on the % scale 0 is the no-effect control and ±100 the full control effect
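10 nM enzyme + cpd, 15 min RT; start with substrate 50 nM final; read 0 min and after 10 min RT. Corrected, normalized data; 4-parameter Hill curve fit.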
BLM helicase inh = qHTS Assay for Inhibitors of Bloom's syndrome helicase (BLM); AID 2528, 2010; RecQ-like DNA helicase BLM (Homo sapiens), P54132; hit rate 0.2% among 350,000; recombinant BLM DNA unwinding, fluorescence dequenching; Potency, µM (series often up to 56.1 µM), for the others: at the top dose activity change, negative = inhibition, hits mostly inhibitors;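 further: potency means the concentration at half of the fitted maximal effect; plate controls were vehicle for no effect and no enzyme for full effect; nearly all actives have a fitted effect of over 35% in size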
RXFP1 antag = qHTS Assay for Antagonists of the Relaxin Receptor RXFP1; hit rate 0.59% among 350,000; activity change, negative = inhibition, % at 57.5 µM; AID 1259400, 2018; HEK293-RXFP1, relaxin-stimulated cAMP HTRF, 30 min; hits give low values;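 active means activity change of -60% or lower, but not beyond a set lower limit; inconclusive means change between -60% and -40%, or beyond the set limit; inactive means change above -40%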; further: on the % scale 0 is the no-effect control and ±100 the full control effect
An asterisk follows results filed as active; i = inactive; ? = inconclusive; . = not tested or not shown; [ ] = remark or other dose. Unless noted, the call rests on the fitted dose curve; in most records, active means well fitted curve in the direction sought with a large enough effect; inconclusive means small, poorly fitted or top-dose-only effect, or another doubt; inactive means no such curve, though single readings can be large; an effect the other way counts as inactive or inconclusive.

SMILES	APEX1 inh	Anesthetic bind	Pol kappa inh	Tb PGK inh	Pol iota inh	POLH inh	POLB inh	BLM helicase inh	RXFP1 antag
Cc1ccc(CNC(=O)CCCN2C(=O)CCn3nc(-c4cccn4C)cc32)cc1	.	63%[activator]	-15%[60.1 µM]	10%	-19%	2%	9%	-6%	-13
CC1=NNC(=O)C1CCC(=O)N/N=C/c1c(Cl)cccc1Cl (stereo not given)	-2%	-10%	-13%	-4%	34%[activator]	-9%	?	-1%	0
CC(C)OCCCNC(=O)NC12CC3CC(CC(C3)C1)C2	-7%	-11%	8%	7%	-5%	-10%	-2%	4%	-13
Cc1ccc(-n2nc(CO)c(C(=O)NCCCc3ccccc3)n2)cc1C	.	?	-12%	-4%	-18%	-4%	-25%	-3%	-35
COCCNC(=O)c1ccc(-c2csc(C)n2)cc1	-4%	-4%	-9%	i	53%[activator]	-17%	1%	1%	-3
COc1nc(N)nc(NC23CC4CC(CC(C4)C2)C3)n1	10%	?	-8%	.	13%	-4%	?	-4%	-25
Cc1cccc(NS(=O)(=O)c2cccc(C(=O)NCC3(N4CCOCC4)CCCCC3)c2)c1	.	.	-15%	-5%	-7%	-24%	.	.	3
CC(=O)N1CCc2cc(S(=O)(=O)NC(Cc3ccccc3)C(=O)Nc3ccc(C)cc3C)ccc21 (stereo not given)	.	?	-5%	-7%	3%	-5%	-17%	-8%	-1
CCN(CC(=O)NC(C)(C)C)Cc1nc2c(Br)cc(Br)cc2c(=O)[nH]1	18%	-19%	-14%	-5%	-11%	-14%	0%	-10%	22
CCOc1cc(/C=N/NC(=O)C(OC)c2ccccc2)ccc1O (stereo not given)	36%	-7%	-15%	7%	?	1%	-11%	-7%	-4
O=C(CCC(=O)c1ccccc1)NCCc1c[nH]c2ccccc12	7%	-11%	-21%	-2%	8%	-11%	1%	0%	-7
Cc1cc(C)cc(-n2nnc(C(=O)NCc3ccccc3Cl)c2N)c1	5%	-10%	-22%	-13%	-1%	-9%	26%	-3%	-19
CC(=O)c1cc(C)c(OC(=O)c2ccccc2)c(C)c1	.	.	-19%	-2%	-6%	-15%	.	.	-3
C[C@@H]1CCC[C@@]2(O[C@H](CCO)C[C@H](O)[C@H]2O)O1	.	.	-2%	i	-16%	-6%	.	.	.
COc1ccc(CCNC(=O)C2CCCN2S(=O)(=O)c2ccc(F)cc2)cc1OC (stereo not given)	16%	-3%	-6%	-5%	143%[activator]	5%	30%	-5%	8
Cc1nn(C(C)(C)C)c(OC(=O)c2cccs2)c1S(=O)(=O)c1ccccc1	6%	-10%	-15%	i	-23%	-14%	-13%	-11%	-9
COc1ccc(OC)c(-c2cc(C(=O)NCCN3CCOCC3)no2)c1	13%	-7%	-3%	0%	14%	-1%	23%	3%	-2
CCC(C(=O)OCC(=O)Nc1ccc(C(N)=O)cc1)c1ccccc1 (stereo not given)	-14%	-6%	-19%	8%	53%[activator]	-10%	20%	1%	-9
COc1ccc(OC)c(/C=C/C(=O)OCC(=O)Nc2ccc3c(c2)OCCO3)c1	6%	98%[activator]	-5%	-8%	-21%	-6%	0%	0%	2
CCOCCCN1C(=O)C2C(C(=O)Nc3ccc(OCC)cc3)C3C=CC2(O3)C1C(=O)NC1CCCCC1 (stereo not given)	20%	-4%	3%	i	142%[activator]	-7%	4%	1%	4

Profiles, looked up by structure. Order of values: APEX1 inh	Anesthetic bind	Pol kappa inh	Tb PGK inh	Pol iota inh	POLH inh	POLB inh	BLM helicase inh	RXFP1 antag
Listed for Cc1nn(C(C)(C)C)c(OC(=O)c2cccs2)c1S(=O)(=O)c1ccccc1 → 6%	-10%	-15%	i	-23%	-14%	-13%	-11%	-9
Listed for Cc1cc(C)cc(-n2nnc(C(=O)NCc3ccccc3Cl)c2N)c1 → 5%	-10%	-22%	-13%	-1%	-9%	26%	-3%	-19

(next part)
SMILES	APEX1 inh	Anesthetic bind	Pol kappa inh	Tb PGK inh	Pol iota inh	POLH inh	POLB inh	BLM helicase inh	RXFP1 antag
COc1ccc(CCNC(=O)COC(=O)C2COc3ccccc3O2)cc1 (stereo not given)	19%	.	-3%	i	30%	-12%	.	.	4
O=C(NCCCNCCCNC(=O)c1ccc(/C=N/O)nc1)c1ccc(/C=N/O)nc1	7%	8%	-3%	-6%	?	5%	-28%	-12%	2
Cc1ccc(-n2ccnc2SCC(=O)N(CC(C)C)C2CCS(=O)(=O)C2)c(C)c1 (stereo not given)	-4%	-15%	-11%	7%	20%	5%	1%	0%	-5
O=C(c1ccc(Br)cc1)c1sc(N2CCOCC2)nc1-c1ccccc1	-2%	-6%	0%	-6%	136%[activator]	-11%	15%	-13%	-22
Cc1ccc(-c2n[nH]c(=O)c3ccccc23)c(C)c1	-1%	-10%	-2%	-6%	115%[activator]	-18%	33%	2%	-29
COc1ccc(S(=O)(=O)N2CCOCC2)cc1C(=O)N1CCCCC1	-1%	-1%	6%	i	11%	-13%	4%	-2%	2
Cc1cc2c(cc1S(=O)(=O)N1CCN(c3ccccc3)CC1)OCC(=O)N2	57%[activator]	-9%	-8%	-1%	-14%	-8%	-24%	1%	-6
O=C(CNC(=O)c1ccc2c(c1)OCCO2)N/N=C/c1cccc(Br)c1	-6%	5.6µM*	-3%	-2%	-2%	-1%	0%	1%	-2
COc1ccc(OCCNS(=O)(=O)Cc2ccccc2)cc1	-3%	-2%	-1%	i	13%	-5%	-2%	-11%	-7
Cc1ccc(C)c(C(=O)Nc2c(C(N)=O)oc3ccccc23)c1	-11%	-13%	-6%	2%	7%	-24%	10%	-4%	.
CC(C)CCC(CCN1CCOCC1)c1ccc2c(c1)OCO2 (stereo not given)	-2%	-5%	-3%	0%	8%	-10%	-19%	-13%	?
O=C(c1c[nH]c2ccc(S(=O)(=O)N3CCC4(CC3)OCCO4)cc2c1=O)N1CCOCC1	-2%	-6%	-15%	2%	-3%	-17%	-17%	0%	.
Cc1ccc(Cn2cccc2/C=N/NC(=S)Nc2ccc(C)cc2)cc1	-6%	-7%	-9%	i	62%[activator]	-11%	-11%	-9%	-6
Cc1nc(/C(N)=N/OC(=O)Cc2ccccc2)no1	-6%	-6%	-7%	i	25%	-6%	?	2%	-20
COc1ccc2cc(C(=O)Nc3ccc(S(N)(=O)=O)cc3)sc(=O)c2c1OC	?	?	-12%	-16%	-40%	-12%	?	-9%	-18
CCOc1ccc(NC2CCCCC2NS(=O)(=O)c2ccccc2)cc1 (stereo not given)	-9%	6%	-17%	0%	9%	-24%	-16%	-7%	-7
Cn1cnc([N+](=O)[O-])c1N=C(N)N	-4%	-3%	0%	-1%	17%	-16%	19%	-9%	-7
CC(C)CCNC1=CC(=O)CC(c2ccccc2)C1 (stereo not given)	1%	0%	-4%	-5%	13%	-11%	9%	4%	.
CCc1nc(Nc2ccc(NC(C)=O)cc2)c2oc3ccccc3c2n1	1%	-2%	9%	-2%	?	-8%	13%	-6%	-12
COC(=O)c1cn(CC(=O)NC2CCCCCC2)c2ccccc12	4%	1%	-5%	4%	5%	-12%	2%	1%	-3
CC(C)(C)c1ccc(OCc2ccc(C(=O)N/N=C3\CC4CC=CC34)cc2)cc1 (stereo not given)	-3%	-16%	-8%	-2%	183%[activator]	-18%	-5%	-2%	0
COc1ccc(NC(=O)c2cc(C3CC3)nc3c2c(C)nn3-c2ccccc2)cc1OC	.	-13%	-1%	-8%	42%[activator]	-7%	14%	-2%	9
Nc1nc(-c2ccccc2)c(C(=O)Nc2ccccc2)s1	7%	-5%	11%	-2%	3%	-4%	13%	-3%	-6
COc1cc(OC)c(NC(=O)N2CCc3c([nH]c4ccccc34)C2c2ccccc2F)cc1Cl (stereo not given)	.	11%	0%	i	-13%	3%	1%	-7%	-37
NC(=O)CN1C(=O)C(=O)N(Cc2cccc(Cl)c2)C1=O	13%	-7%	-30%	-1%	-13%	-11%	-3%	-4%	-4
Cc1ccc(-n2[nH]c(C)c(C=Nc3ccc4[nH]c(=O)[nH]c4c3)c2=O)cc1	-9%	64%[activator]	-17%	-1%	-9%	-5%	8%	0%	6

Structural class, the entries above with an aryl methoxy group
SMILES	APEX1 inh	Anesthetic bind	Pol kappa inh	Tb PGK inh	Pol iota inh	POLH inh	POLB inh	BLM helicase inh	RXFP1 antag
COc1nc(N)nc(NC23CC4CC(CC(C4)C2)C3)n1	10%	?	-8%	.	13%	-4%	?	-4%	-25
COc1ccc(CCNC(=O)C2CCCN2S(=O)(=O)c2ccc(F)cc2)cc1OC (stereo not given)	16%	-3%	-6%	-5%	143%[activator]	5%	30%	-5%	8
COc1ccc(OC)c(-c2cc(C(=O)NCCN3CCOCC3)no2)c1	13%	-7%	-3%	0%	14%	-1%	23%	3%	-2
COc1ccc(OC)c(/C=C/C(=O)OCC(=O)Nc2ccc3c(c2)OCCO3)c1	6%	98%[activator]	-5%	-8%	-21%	-6%	0%	0%	2
COc1ccc(CCNC(=O)COC(=O)C2COc3ccccc3O2)cc1 (stereo not given)	19%	.	-3%	i	30%	-12%	.	.	4
COc1ccc(S(=O)(=O)N2CCOCC2)cc1C(=O)N1CCCCC1	-1%	-1%	6%	i	11%	-13%	4%	-2%	2
COc1ccc(OCCNS(=O)(=O)Cc2ccccc2)cc1	-3%	-2%	-1%	i	13%	-5%	-2%	-11%	-7
COc1ccc2cc(C(=O)Nc3ccc(S(N)(=O)=O)cc3)sc(=O)c2c1OC	?	?	-12%	-16%	-40%	-12%	?	-9%	-18
COc1ccc(NC(=O)c2cc(C3CC3)nc3c2c(C)nn3-c2ccccc2)cc1OC	.	-13%	-1%	-8%	42%[activator]	-7%	14%	-2%	9
COc1cc(OC)c(NC(=O)N2CCc3c([nH]c4ccccc34)C2c2ccccc2F)cc1Cl (stereo not given)	.	11%	0%	i	-13%	3%	1%	-7%	-37

The list is partial; rates above refer to the full screens.
